TDP43 rescue: TDP-43 toxicity inhibition in yeast. 1.8% of 410,000 active. Potency, µM (doses to about 46.1 µM), inactives show top-dose growth rescue (activation), most hits filed as activators. TDP-43 expressing yeast growth rescue, BacTiter-Glo, 24 h. AID 652104; further: potency means the concentration at half of the fitted maximal effect; % of control where 0% means no effect; nearly all actives have a fitted effect of over 50% in size
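In this qHTS, compounds that restore growth of yeast expressing TDP-43 appear as activators. Cells (OD600=0.02, galactose medium, raffinose-pregrown) are incubated with compound 24 hr at 30 deg C and growth is quantified by BacTiter-Glo.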
PTHR1 ag: activates the human parathyroid hormone receptor PTHR1 | Q03431 | HEK293 GP2 PTHR1 cells, GloSensor cAMP luminescence, 1 h | Potency, µM (top dose mostly 115 µM), inactives show at the top dose activation, usual class: activators | 0.075% of 410,000 active; further: potency means the concentration at half of the fitted maximal effect; nearly all actives have a fitted effect of over 55% in size; some results filed as inactive show a strong effect at the top dose; inactives centre near -15; many of its hits are not listed in these tables
Target sequence (Q03431 whole entry, looked up): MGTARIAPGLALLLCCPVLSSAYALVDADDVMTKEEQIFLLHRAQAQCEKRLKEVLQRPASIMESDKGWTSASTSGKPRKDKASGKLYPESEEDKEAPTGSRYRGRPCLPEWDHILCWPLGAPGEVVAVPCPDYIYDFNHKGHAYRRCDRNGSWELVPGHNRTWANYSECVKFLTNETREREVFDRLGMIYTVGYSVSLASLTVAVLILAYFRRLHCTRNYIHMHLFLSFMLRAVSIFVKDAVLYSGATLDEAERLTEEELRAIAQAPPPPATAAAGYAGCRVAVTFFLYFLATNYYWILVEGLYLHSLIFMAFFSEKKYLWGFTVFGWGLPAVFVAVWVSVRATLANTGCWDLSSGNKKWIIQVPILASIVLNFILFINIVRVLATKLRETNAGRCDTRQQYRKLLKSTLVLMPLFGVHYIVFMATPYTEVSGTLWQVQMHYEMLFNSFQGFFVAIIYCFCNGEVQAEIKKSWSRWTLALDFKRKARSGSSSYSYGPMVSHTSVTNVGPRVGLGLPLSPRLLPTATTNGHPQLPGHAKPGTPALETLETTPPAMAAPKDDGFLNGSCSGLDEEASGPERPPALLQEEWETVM
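HEK-293-derived GP2 cells expressing PTHR1 and a GloSensor cAMP reporter, 3,000/well, plated overnight, given luciferin plus IBMX (each 0.5 mM as added) for 1 h at 37 °C, then compound for 1 h at 37 °C. Luminescence was read after 15 min at room temperature.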
GLP-1R inv ag: acts as inverse agonist at human GLP-1 receptor; P43220; HEK293 GLP-1R CRE-luciferase, luminescence, 24 h; GLP-1R form is constitutively active; Potency, µM (top dose mostly 38.3 µM), inactives show at the top dose activity change, negative = inhibition, most hits filed as inhibitors; 1.6% of 410,000 active; AID 624417; further: potency means the concentration at half of the fitted maximal effect; on the % scale 0 is the no-effect control and ±100 the full control effect; nearly all actives have a fitted effect of over 55% in size
Target sequence (P43220 whole entry, looked up): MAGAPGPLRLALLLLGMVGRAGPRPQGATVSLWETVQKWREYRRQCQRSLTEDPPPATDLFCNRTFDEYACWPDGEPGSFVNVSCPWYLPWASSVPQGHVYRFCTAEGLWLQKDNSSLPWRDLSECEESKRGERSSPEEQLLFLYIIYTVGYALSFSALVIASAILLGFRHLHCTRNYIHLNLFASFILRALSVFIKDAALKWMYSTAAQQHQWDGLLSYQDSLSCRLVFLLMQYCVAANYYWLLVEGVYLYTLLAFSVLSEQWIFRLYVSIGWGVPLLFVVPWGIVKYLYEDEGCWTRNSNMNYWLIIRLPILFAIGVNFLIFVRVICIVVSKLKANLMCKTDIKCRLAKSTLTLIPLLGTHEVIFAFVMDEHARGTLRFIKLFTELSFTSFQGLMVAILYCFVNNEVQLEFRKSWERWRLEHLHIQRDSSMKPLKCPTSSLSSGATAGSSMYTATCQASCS
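qHTS in 1536-well format: reporter HEK293 cells expressing constitutive GLP-1R activity in DMEM + 10% Nu serum, 24 hr with compounds at 37 deg C, luminescence read after 12 min with detection reagent.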
Akt phos inh: Akt phosphorylation inhibition; Neuro2A IGF-stimulated pAkt S473 HTRF, 20 min; active compounds read low; activity change, % for hits at 50 µM; 0.32% of 360,000 active; in the data active means activity change below about -80%; inconclusive means mostly about -51% to -80%; further: on the % scale 0 is the no-effect control and ±100 the full control effect
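Neuro2A cells in DMEM with 0.5% FBS, overnight at 37 deg C, given compound at single 50 µM final, then IGF (6 nM final) for 20 min at 37 deg C. Lysed; phospho-Akt Ser473 by HTRF after 24 h, 665/615 ratio.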
GLP1R cytotox: cytotoxicity counter-screen for GLP-1 receptor inverse agonists; HEK293 cAMP-luciferase reporter cells, luminescence, 24 h; Potency, µM (titrated, usually from 38.3 µM), for the others: at the highest dose activity change, negative = inhibition, most hits filed as inhibitors; 0.13% of 410,000 active;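 further: loss of luciferase light is scored as toxicity; potency means the concentration at half of the fitted maximal effect; on the % scale 0 is the no-effect control and ±100 the full control effect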
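Here, cytotoxicity is scored as loss of luminescence. The MLSMR collection was tested on cells seeded in medium containing 10% Nu serum, with a 24 hr compound exposure preceded by 12 hours of culture.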
aSyn yeast inh: inhibitors of alpha-synuclein toxicity in yeast | Yeast expressing alpha-synuclein, growth rescue, BacTiter-Glo, 24 h | Potency, µM (titrated, usually from 46.1 µM), for the others: at the top dose growth rescue (activation), hits mostly activators | 0.14% of 370,000 active | AID 652106; further: potency means the concentration at half of the fitted maximal effect; % of control where 0% means no effect; nearly all actives have a fitted effect of over 65% in size
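Galactose-induced alpha-syn yeast (OD600=0.02, raffinose-pregrown) + pinned cpd, 24 hr, 30 deg C; growth by BacTiter-Glo luminescence. Growth restoration scores as activation.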
FUS yeast rescue: FUS proteinopathy suppression in yeast; Potency, µM (doses to about 76.6 µM), for the others: top-dose growth rescue (activation), usual class: activators; AID 1347120; 0.24% of 390,000 active; S. cerevisiae FUS-expressing, growth rescue, OD600, 24 h;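 further: potency means the concentration at half of the fitted maximal effect; plate controls were DMSO vehicle for no effect and reference control for full effect; nearly all actives have a fitted effect of over 55% in size; some results filed as inactive show a strong effect at the top dose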
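Toxicity suppression screen in FUS-yeast. Cells induced with 2% galactose, starting OD 0.005, treated 24hr at 30C with compounds at multiple final concentrations; growth by OD600.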
MmCpn inh: inhibitors of Methanococcus maripaludis chaperonin (MmCpn); Potency, µM (top dose mostly 76.9 µM), inactives show at the highest dose activity, negative = inhibition, hits mostly inhibitors; 0.031% of 330,000 active; AID 504842; purified Mm-Cpn ATPase, ADP Transcreener TR-FRET; further: potency means the concentration at half of the fitted maximal effect; on the % scale 0 is the no-effect control and ±100 the full control effect; nearly all actives have a fitted effect of over 80% in size
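Measured: ADP formation by purified Mm-CPN. Conditions: 25 nM protein, 10 uM ATP, Tris pH 7.4 with Mg2+, K+ and DTT, 37°C for 30 min. Detection: Transcreener HTRF after 30 min at room temperature.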
Abeta yeast res: restores growth of yeast expressing A-beta42 peptide; yeast expressing A-beta42, growth rescue, OD600, 48 h; response scale: 0% DMSO, 100% iron-clioquinol control; Potency, µM (titrated, usually from 46.1 µM), inactives show at the highest dose growth rescue, usual class: activators; 0.063% of 410,000 active; further: potency means the concentration at half of the fitted maximal effect; nearly all actives have a fitted effect of over 55% in size
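Yeast A-beta toxicity model in growth medium with pinned compounds, 48 h at 30 C; growth read as absorbance at 600 nm. Normalized to FeCl3/clioquinol equimolar mix (positive) and DMSO (negative).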
Active calls of the source: *; i = inactive; ? = inconclusive; . = not tested or not shown; [ ] = another dose, or the depositor's remark. Unless noted, the call rests on the fitted dose curve; in most records, active means well fitted curve in the direction sought with a large enough effect; inconclusive means small, poorly fitted or top-dose-only effect, or another doubt; inactive means no such curve, though single readings can be large; an effect the other way counts as inactive or inconclusive.

SMILES	TDP43 rescue	PTHR1 ag	GLP-1R inv ag	Akt phos inh	GLP1R cytotox	aSyn yeast inh	FUS yeast rescue	MmCpn inh	Abeta yeast res
Cc1ccc(CN(CC(=O)NC2CCCC2)C(=O)CSc2nnc(COc3ccccc3)o2)cc1	-5%	-9%[57.5 µM]	26%	i	3%	0%	-14%	4%	5%
Cc1cc(NS(=O)(=O)c2ccc(NC(=O)c3ccco3)cc2)no1	-3%	i	6%	.	1%	0%	-5%	0%	5%
CCCc1nnc(NC(=O)c2cc(OC)cc(OC)c2)s1	14%	-2%	0%	i	-23%	11%	37%	-2%	5%
NC(=O)COc1ccc(/C=N\NC(=O)c2ccc(-c3ccccc3)cc2)cc1	-1%	-4%	18%	i	17%	3%	19%	1%	12%
Cc1c(C2N3CC4(C)CN2CC(C)(C3)C4=O)c2ccccc2n1C (configuration not stated)	17%	i	0%	.	2%	.	-8%	1%	18%
Cc1nn(-c2ccccc2)nc1CNC(=O)CC(C)(C)C	4%	i	-26%	i	4%	11%	13%	0%	4%
COc1ccc(C(=O)NC(=S)Nc2ccccc2F)cc1	12%	-32%[inhibitor]	9%	i	80%[activator]	-1%	.	-1%	9%
COc1cc(Cl)c(C)cc1NC(=O)COc1ccccc1[N+](=O)[O-]	0%	i	?	i	-15%	-8%	19%	1%	-10%
Cc1cc(-c2ccc(C)c(S(=O)(=O)N(Cc3cccs3)C(C)C)c2)on1	5%	-21%	13µM*	.	-5%	.	38%	.	16%
C=CCc1ccccc1OCCSc1nc(-c2ccccc2F)nc2cc(=O)[nH]n12	11%	-9%	-23%	.	-3%	.	23%	.	-15%
CCOc1ccc(N(C(=O)c2cnccn2)C(C(=O)NC2CCCCC2)c2ccc(O)cc2)cc1 (configuration not stated)	-12%	3%	7%	i	17%	-5%	11%	3%	-8%
CNC(=O)NC(=O)CSc1nnc(-c2ccco2)n1-c1ccccc1	4%	-1%	7%	i	-10%	-1%	-5%	1%	-7%
CCn1c(COC(=O)CNC(=O)c2ccccc2F)nc2cc(S(=O)(=O)N(C)C)ccc21	7%	-16%	13%	i	4%	-5%	5%	-1%	12%
COc1ccc2oc3cc(C)[n+]([O-])c(-c4ccc(Br)cc4)c3c2c1	24%	-8%	0%	i	-15%	-45%[inhibitor]	.	-4%	-27%
COc1ccc(NC(=O)/C(=C/c2cccnc2)NC(=O)c2cccs2)cc1	3%	12%	-5%	i	3%	0%	-21%	2%	-5%

By substructure, the compounds so far containing a thiophene ring, fused or not
SMILES	TDP43 rescue	PTHR1 ag	GLP-1R inv ag	Akt phos inh	GLP1R cytotox	aSyn yeast inh	FUS yeast rescue	MmCpn inh	Abeta yeast res
Cc1cc(-c2ccc(C)c(S(=O)(=O)N(Cc3cccs3)C(C)C)c2)on1	5%	-21%	13µM*	.	-5%	.	38%	.	16%
COc1ccc(NC(=O)/C(=C/c2cccnc2)NC(=O)c2cccs2)cc1	3%	12%	-5%	i	3%	0%	-21%	2%	-5%

Individual results from the entries so far:
`C=CCc1ccccc1OCCSc1nc(-c2ccccc2F)nc2cc(=O)[nH]n12` @ TDP43 rescue: 11%
`CCCc1nnc(NC(=O)c2cc(OC)cc(OC)c2)s1` @ Abeta yeast res: 5%
`COc1ccc(C(=O)NC(=S)Nc2ccccc2F)cc1` @ PTHR1 ag: -32%[inhibitor]

Further structures:
SMILES	TDP43 rescue	PTHR1 ag	GLP-1R inv ag	Akt phos inh	GLP1R cytotox	aSyn yeast inh	FUS yeast rescue	MmCpn inh	Abeta yeast res
O=C(Nc1ccc2nn(-c3ccccc3)nc2c1)c1ccc(-c2cccc(Cl)c2)o1	0%	-19%	6%	.	1%	.	4%	.	4%
Cc1ccc(-c2ccc(/C=N\NC(=O)c3cc4c(ccc5ccccc54)o3)o2)cc1[N+](=O)[O-]	5%	-2%[57.5 µM]	32%[activator]	i	0%	3%	10%	1%	9%
CCCNc1c(N)c(=O)oc2ccccc12	-9%	-15%[57.5 µM]	6%	.	-14%	3%	29%	-1%	-10%
CCC(C)NC(=O)c1cc(CC(C)C)on1 (configuration not stated)	0%	-12%	13%	i	8%	-3%	-26%	-4%	2%
O=C(NCCCN1CCOCC1)/C(=C/c1ccc(F)cc1)NC(=O)c1ccccc1	24%	i	27%	i	-7%	-1%	4%	0%	4%
COc1ccccc1N1C(=O)C(Cl)=C(Nc2ccccc2O)C1=O	?	-9%	2%	i	22%	0%	-1%	-5%	-13%
CSCCNC(=O)c1ccc(C(C)(C)C)cc1	6%	-17%	?	i	-6%	10%	2%	0%	-8%
C/C(=N\Nc1c([N+](=O)[O-])c(C)nn1C)c1ccc(F)cc1F	19%	i	26%[7.66 µM]	i	3%[7.66 µM]	-1%	-12%	1%	8%
O=C(NCc1ccc(F)cc1)C1CCN(S(=O)(=O)c2ccc(Br)s2)CC1	3%	-13%	10µM*	i	-7%	2%	-27%	2%	1%
NC(=O)c1ccsc1NC(=O)c1coc2ccccc2c1=O	-6%	i	0%	i	12%	-5%	.	1%	-5%
O=C(NCCN1CCOCC1)C(=O)NCC1OCCN1S(=O)(=O)c1cc(F)ccc1F (configuration not stated)	7%	i	9%	i	-2%	0%	.	1%	-9%
CCc1ccccc1NC(=O)CNC(=O)c1n[nH]c(=O)c2ccccc12	17%	-24%	6%	i	4%	5%	5%	-2%	1%
CCC(CC)C(=O)Nc1ccc(C(=O)Nc2cc(C)on2)cc1	0%	-4%	?	i	-9%	-1%	-2%	-1%	-13%
O=C(O)CSC1c2ccccc2C(=O)N1c1ccccc1 (configuration not stated)	2%	i	12%	i	2%	3%	10%	-3%	-9%
O=C(CNC(=O)c1ccccc1F)OCC(=O)c1c[nH]c2ccccc12	2%	i	15%	i	-10%	0%	.	0%	14%
CCc1nc2c(OCC3COc4ccccc4O3)cccn2c1N(C)C(=O)c1ccc(OC)cc1 (configuration not stated)	19%	i	3%	i	-11%	2%	22%	.	-11%
COCCCNS(=O)(=O)c1ccc(SC)cc1	-4%	i	5%	i	1%	-4%	.	0%	6%
OCC1(CCOc2ccccc2)CCN(Cc2ccccc2OC(F)F)CC1	-18%	-5%	?	i	-24%	-1%	4%	1%	0%
Cc1ccc(CONS(=O)(=O)c2cc(C)ccc2C)cc1	32µM*	i	?	i	5%	-57%[inhibitor]	12%	1%	4%
C=CCN1C(=O)C(CC(=O)O)SC1=Nc1c(C)n(C)n(-c2ccccc2)c1=O (configuration not stated)	1%	-24%	12%	.	1%	.	-18%	2%	8%
Cc1nc(SCc2nc3ccc(C(F)(F)F)cc3[nH]2)c2oc3ccccc3c2n1	.	-55%[inhibitor]	.	.	.	.	?	?	22%
O=C(CCCNS(=O)(=O)c1ccccc1)NCc1ccco1	5%	i	-5%	.	-3%	.	6%	2%	15%
CCCCSC1=C(C#N)C(c2ccccc2C)C(C(=O)OCC)C(=O)N1 (configuration not stated)	-24%	-32%[inhibitor]	?	i	1%	5%	11%	0%	-7%
CCCCCc1nnc(NC(=O)CS(=O)(=O)Cc2ccccc2)s1	-5%	i	-6%	i	-9%	4%	15%	-2%	19%
COC(=O)[C@@]1(Cc2ccc(OC)cc2)[C@H]2c3cc(C(=O)N(C)C)n(Cc4c(CO)[nH]cc(C)c4=O)c3C[C@H]2CN1C(=O)c1ccccc1	13%	i	16%	i	9%	1%	29%	.	2%
O=C(CCc1nnc(C2(c3ccc(Cl)cc3)CCC2)o1)N1CCCC(O)C1 (configuration not stated)	4%	i	3%	i	1%	-1%	9%	-1%	2%
CC1=C(C(=O)NCCN2CCN(C)CC2)C2(CCC(C)CC2)OC1=O (configuration not stated)	18%	-9%	4%	i	0%	-1%	-1%	0%	2%
Cn1[nH]c(C(F)(F)F)cc1=O	20%	-5%	15%	i	6%	-2%	-28%	2%	-1%
CC1(C)CC(NC(=O)C(Cl)(Cl)Cl)CC(C)(C)N1	0%	i	7%	i	5%	1%	.	-1%	10%

Copied from above for reference:
SMILES	TDP43 rescue	PTHR1 ag	GLP-1R inv ag	Akt phos inh	GLP1R cytotox	aSyn yeast inh	FUS yeast rescue	MmCpn inh	Abeta yeast res
CCc1nc2c(OCC3COc4ccccc4O3)cccn2c1N(C)C(=O)c1ccc(OC)cc1 (configuration not stated)	19%	i	3%	i	-11%	2%	22%	.	-11%
COCCCNS(=O)(=O)c1ccc(SC)cc1	-4%	i	5%	i	1%	-4%	.	0%	6%
OCC1(CCOc2ccccc2)CCN(Cc2ccccc2OC(F)F)CC1	-18%	-5%	?	i	-24%	-1%	4%	1%	0%

Some of the compounds tested; count on the stated rates, not on these rows.
